Compound activity from PubChem BioAssay.
mIAP act: mouse IAP activation; muIAP, CDP-Star luminescence, 30 min; stronger effect = higher value; 1 = vehicle-only enzyme signal, 0 = enzyme-free wells; activation factor at 10 µM; actives 0.24% (n = 330,000); AID 2805;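 active = activation factor of at least 2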; also: the source names both 10 and 20 µM as test concentration; values of inactives mirror those of a sister screen read the other way
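Assay system: mouse IAP enzyme / Compound: DMSO-dissolved test compounds / Timing: 30 min, room temperature / Measured by: luminescence from enzymatic CDP-Star hydrolysis / Control set: DMSO-only wells, enzyme-free buffer wells as negative control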
A3A deaminase: human APOBEC3A DNA deaminase inhibition; recombinant A3A, FAM/TAMRA ssDNA deamination fluorescence; inhibition, % at 20 µM; actives 0.41% (n = 330,000); AID 493011;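 active = at least 40% inhibition at 20 µM here, with at most 30% in a related deaminase screen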;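 also: plate controls were A3A with DMSO for no effect and wells lacking A3A enzyme for full effect; some results filed as inactive read as strong as hits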
Target sequence (P31941 whole entry, looked up): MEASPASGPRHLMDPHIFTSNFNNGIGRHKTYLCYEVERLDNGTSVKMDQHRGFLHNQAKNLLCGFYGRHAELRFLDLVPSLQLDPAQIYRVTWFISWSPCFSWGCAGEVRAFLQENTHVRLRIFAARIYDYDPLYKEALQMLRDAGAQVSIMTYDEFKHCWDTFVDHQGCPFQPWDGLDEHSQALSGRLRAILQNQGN
hIAP activ: increases human intestinal alkaline phosphatase activity | purified human IAP, CDP-Star luminescence, 30 min; stronger effect = higher value; 1 = vehicle-only enzyme, 0 = enzyme-free background | activation factor at 10 µM | actives 0.16% (n = 330,000);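 active = activation factor of the enzyme at least 2-fold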; also: the source names both 10 and 20 µM as test concentration; values of inactives mirror those of a sister screen read the other way
Target sequence (P09923 whole entry, looked up): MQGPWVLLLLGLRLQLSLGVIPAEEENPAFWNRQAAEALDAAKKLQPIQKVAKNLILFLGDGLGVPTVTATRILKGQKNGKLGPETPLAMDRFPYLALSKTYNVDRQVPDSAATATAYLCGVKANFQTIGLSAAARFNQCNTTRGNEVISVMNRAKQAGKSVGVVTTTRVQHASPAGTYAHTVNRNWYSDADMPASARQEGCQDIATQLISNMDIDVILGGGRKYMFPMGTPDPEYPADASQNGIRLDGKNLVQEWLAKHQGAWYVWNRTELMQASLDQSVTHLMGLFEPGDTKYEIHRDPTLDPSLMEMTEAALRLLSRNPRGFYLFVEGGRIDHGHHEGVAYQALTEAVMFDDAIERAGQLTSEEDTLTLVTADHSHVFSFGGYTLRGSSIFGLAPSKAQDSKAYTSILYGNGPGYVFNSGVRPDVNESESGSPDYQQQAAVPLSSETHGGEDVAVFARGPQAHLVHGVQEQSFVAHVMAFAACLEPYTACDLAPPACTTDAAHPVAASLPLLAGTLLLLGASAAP
MIN6 prolif: induces beta-cell replication in MIN6 cells; actives 0.29% (n = 330,000); MIN6 cells proliferation, ATPlite luminescence, 48 h; cells starved in 0.2% serum; 100% = growth in 10% serum; AID 2380; proliferation, % at 10 µM;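 active = compounds whose signal lies at least 3.5 SD above the mean of all wells on their plate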;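 also: 0% = DMSO-treated cells in low-serum medium and 100% = 10% serum control; some compounds called inactive have numbers as strong as hits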
NALP3 yeast inh: blocks the NALP3 inflammasome reconstituted in yeast | Yeast reconstituted NLRP3/ASC/caspase-1, beta-gal luminescence, 24 h | inhibition, % at 10 µM | actives 0.39% (n = 330,000);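 active = inhibition of 50% or more; inactive = inhibition below 50%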;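 also: plate controls were induced DMSO wells for no effect and uninduced yeast grown without galactose for full effect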
mIAP inh: blocks mouse intestinal alkaline phosphatase; AID 2806; purified mouse IAP, CDP-Star luminescence, 30 min; actives 0.2% (n = 330,000); inhibition, % at 10 µM;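 active = inhibition of at least 40% at 10 µM in the primary screen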;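 also: plate controls were DMSO with enzyme for no effect and no enzyme wells for full effect; values of inactives mirror those of a sister screen read the other way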
A3G deaminase: blocks human APOBEC3G single-stranded DNA deamination | Q9HC16 | recombinant A3G, ssDNA deamination FAM/TAMRA fluorescence | inhibition, % at 20 µM | actives 0.28% (n = 330,000) | AID 493012;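 active = inhibition of at least 40% at 20 µM, with no more than 30% in the related APOBEC3A deaminase screen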;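 also: plate controls were DMSO wells with A3G for no effect and wells lacking A3G enzyme for full effect; some compounds called inactive have numbers as strong as hits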
Target sequence (Q9HC16 whole entry, looked up): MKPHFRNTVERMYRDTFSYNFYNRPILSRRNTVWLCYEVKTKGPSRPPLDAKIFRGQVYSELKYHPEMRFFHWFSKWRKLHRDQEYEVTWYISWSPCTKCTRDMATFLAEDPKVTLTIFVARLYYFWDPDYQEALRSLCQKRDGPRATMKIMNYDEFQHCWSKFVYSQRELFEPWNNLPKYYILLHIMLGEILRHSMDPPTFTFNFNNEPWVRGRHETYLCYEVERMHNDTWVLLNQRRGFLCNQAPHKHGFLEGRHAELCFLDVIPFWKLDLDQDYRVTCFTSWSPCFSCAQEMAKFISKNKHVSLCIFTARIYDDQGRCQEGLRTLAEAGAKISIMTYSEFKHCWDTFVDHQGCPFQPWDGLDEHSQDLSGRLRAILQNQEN
SENP1 inh: inhibitors of human SENP1 SUMO protease catalytic domain | actives 0.21% (n = 360,000) | recombinant SENP1 catalytic domain, CyPet-SUMO1-YPet FRET cleavage | inhibition, % at 10 µM | AID 624204;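 active = inhibition at least 30% at 10 µM, raw YFP signal under a set limit, fluorescence ratio 0.5 to 1.5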;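 also: 0% = enzyme with DMSO and 100% = no enzyme wells; some results filed as inactive read as strong as hits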
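Test system: human SENP1 catalytic domain; medium: Tris pH 8 buffer plus EDTA, NaCl, BME, BSA, NP40, catalase; incubation: 50 min reaction at room temperature; technique: FRET, CFP and YFP emission; controls: no-enzyme low control and enzyme-plus-DMSO high control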
hIAP block: human IAP inhibition; P09923; purified IAP, CDP-Star luminescence, 30 min; inhibition, % at 10 µM; actives 0.12% (n = 330,000);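 active = inhibition reaching a set limit with compound at 10 µM in the primary screen, cut at about 35% in these data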;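 also: plate controls were DMSO wells with enzyme for no effect and no-enzyme buffer wells for full effect; values of inactives mirror those of a sister screen read the other way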
* hit, by the source's call. The list is partial; count on the stated rates, not on these rows.

SMILES | mIAP act | A3A deaminase | hIAP activ | MIN6 prolif | NALP3 yeast inh | mIAP inh | A3G deaminase | SENP1 inh | hIAP block
O=C(NCN1C(=O)C2C3C=CC(C3)C2C1=O)Nc1ccccc1O (configuration not stated) | 0.93 | -2 | 0.86 | -2 | -9 | 8 | -2 | -1 | 14
Nc1nc2n(n1)C(c1ccco1)CC(c1ccccc1)N2 (configuration not stated) | 1 | 1 | 1.3 | -3 | 8 | 0 | -7 | 1 | -29
COc1ccc(-c2nonc2NC(=O)c2ccco2)cc1OC | 0.87 | 4 | 0.92 | -7 | 10 | 13 | -4 | 2 | 8
COc1cccc(C(C)NC(=O)c2ccncc2)c1 (configuration not stated) | 0.98 | -1 | 1.2 | -3 | 2 | 2 | -4 | -2 | -16
COc1ccccc1/C=C/C=N/NC(=O)CC1C(=O)NN=C1C (configuration not stated) | 0.96 | -5 | 1 | -2 | -1 | 4 | -5 | -1 | -1
O=C(COC(=O)c1cccnc1Cl)NCCc1ccc(F)cc1 | 0.98 | -3 | 1 | -2 | 22 | 2 | -3 | 1 | -1
COc1cc(-c2nnc(COC(=O)c3cc(C)no3)o2)cc(OC)c1OC | 0.93 | -2 | 1.1 | 7 | 12 | 7 | -3 | 0 | -10
CSc1ncc(CN2CCN(C3CCCCC3)C(CCO)C2)cn1 (configuration not stated) | 1.1 | -1 | 0.98 | 0 | 3 | -6 | -6 | 2 | 2
CCOC(=O)C1CCCN(S(=O)(=O)c2ccc(-n3cnnn3)c(C)c2)C1 (configuration not stated) | 0.98 | -2 | 0.96 | 1 | 9 | 2 | -1 | 3 | 4
CC(=O)c1ccc(O)c(CO)c1 | 0.94 | -1 | 1 | -2 | -15 | 6 | -5 | 1 | -2
Cc1ccc(S(=O)(=O)NCc2ccccc2)cc1C(=O)NCc1ccccn1 | 0.97 | 0 | 1.2 | -2 | 4 | 3 | -6 | 0 | -23
COc1ccc(OC)c(-c2csc(NC(=O)COC(=O)C3CCC3)n2)c1 | 0.98 | 21 | 1.2 | -5 | -6 | 2 | -1 | 1 | -17
COCCN(Cc1ccc(C)c(Br)c1)C(=O)Cn1cnc(S(=O)(=O)N2CCCC2)c1 | 0.92 | 1 | 1.2 | -2 | 18 | 8 | 14 | 2 | -18
Cc1cc(C)cc(OCC(=O)NNC(=O)c2ccoc2C)c1 | 0.79 | 5 | 1.7 | -1 | 17 | 21 | -1 | -1 | -73
CCc1nn(CCCC(=O)NCc2ccc(C)cc2)c(=O)c2cc3occc3n12 | 1 | -3 | 1 | -1 | 4 | -2 | -5 | 1 | -4
CCC(CC)Nc1ccc(C(CC(N)=O)NC(=O)c2ccccc2)cc1[N+](=O)[O-] (configuration not stated) | 1 | -6 | 0.99 | -2 | 15 | 0 | -7 | 1 | 1
COC(=O)c1ccc(C(=O)OC)c(NC(=O)c2cnc3n(c2=O)CCS3)c1 | 1.1 | 5 | 1 | 3 | 11 | -9 | 0 | -17 | -2
CCOC(=O)CC1=C(C(=O)OCC)C(c2cccnc2)C(C#N)=C(N)O1 (configuration not stated) | 1 | 3 | 0.87 | -3 | 15 | 0 | -1 | -6 | 13
OCc1nc2c(ccc3ccccc32)[nH]1 | 0.99 | 13 | 1.1 | -2 | 16 | 1 | -4 | -2 | -7
Cc1ccc2c(c1)N(CCC(=O)NCc1ccc3c(c1)OCO3)C(=O)CO2 | 0.98 | 0 | 0.92 | 4 | 19 | 2 | -2 | 0 | 8
CCOC(=O)c1c(NC(=O)CSc2nnnn2CC)sc(C)c1C | 0.95 | -1 | 0.93 | 0 | 24 | 5 | -1 | 1 | 7
O=C(NC(=S)N1CCN(c2nc(-c3ccccc3)cs2)CC1)c1cncc(Br)c1 | 0.98 | -2 | 1.1 | -6 | 13 | 2 | -11 | -5 | -5
Cc1ccc(NC(=O)c2ccc(OCC3CCCO3)cc2)nc1 (configuration not stated) | 0.95 | -5 | 1.1 | -4 | 30 | 5 | -11 | 0 | -14
COc1ccccc1-c1nc2cc3ccccc3cc2nc1-c1ccccc1 | 0.89 | 1 | 0.91 | -5 | 10 | 11 | -5 | -27 | 9
COc1ccc2[nH]c(=O)c(CN(C)C(=O)COc3ccccc3)cc2c1 | 0.98 | 2 | 1.2 | 1 | 13 | 2 | -4 | 2 | -16

5 compounds from above, arranged by SMILES length, smallest number first:
SMILES | mIAP act | A3A deaminase | hIAP activ | MIN6 prolif | NALP3 yeast inh | mIAP inh | A3G deaminase | SENP1 inh | hIAP block
COc1ccc(-c2nonc2NC(=O)c2ccco2)cc1OC | 0.87 | 4 | 0.92 | -7 | 10 | 13 | -4 | 2 | 8
COc1cc(-c2nnc(COC(=O)c3cc(C)no3)o2)cc(OC)c1OC | 0.93 | -2 | 1.1 | 7 | 12 | 7 | -3 | 0 | -10
CCOC(=O)C1CCCN(S(=O)(=O)c2ccc(-n3cnnn3)c(C)c2)C1 (configuration not stated) | 0.98 | -2 | 0.96 | 1 | 9 | 2 | -1 | 3 | 4
COC(=O)c1ccc(C(=O)OC)c(NC(=O)c2cnc3n(c2=O)CCS3)c1 | 1.1 | 5 | 1 | 3 | 11 | -9 | 0 | -17 | -2
CCC(CC)Nc1ccc(C(CC(N)=O)NC(=O)c2ccccc2)cc1[N+](=O)[O-] (configuration not stated) | 1 | -6 | 0.99 | -2 | 15 | 0 | -7 | 1 | 1

Molecules listed so far that have an aryl thioether with sulfur outside any ring, in the order listed:
SMILES | mIAP act | A3A deaminase | hIAP activ | MIN6 prolif | NALP3 yeast inh | mIAP inh | A3G deaminase | SENP1 inh | hIAP block
CSc1ncc(CN2CCN(C3CCCCC3)C(CCO)C2)cn1 (configuration not stated) | 1.1 | -1 | 0.98 | 0 | 3 | -6 | -6 | 2 | 2
CCOC(=O)c1c(NC(=O)CSc2nnnn2CC)sc(C)c1C | 0.95 | -1 | 0.93 | 0 | 24 | 5 | -1 | 1 | 7

(more compounds)
SMILES | mIAP act | A3A deaminase | hIAP activ | MIN6 prolif | NALP3 yeast inh | mIAP inh | A3G deaminase | SENP1 inh | hIAP block
Clc1ccc(-c2nc3cnccn3c2NC2CCCC2)cc1 | 1.3 | 0 | 0.97 | -4 | 13 | -29 | -4 | -22 | 3
O=C(O)C1CSC2(c3ccc(F)cc3)CCC(=O)N12 (configuration not stated) | 0.98 | 1 | 1.2 | -4 | -3 | 2 | -1 | 0 | -15
Cc1onc(-c2c(Cl)cccc2Cl)c1C(=O)NCc1ccc(S(N)(=O)=O)cc1 | 0.94 | -11 | 1 | -1 | 12 | 6 | -8 | 0 | -2
CCC(c1nnc(SCC(=O)Nc2cc(Cl)ccc2C#N)n1C1CCCCC1)N(C)C (configuration not stated) | 0.98 | -2 | 1.2 | 0 | -1 | 2 | -5 | 1 | -22
CCOC(=O)c1[nH]c(C)c(C(=O)Nc2ccc(C)c(Cl)c2)c1C | 1.1 | -3 | 1.2 | -4 | 21 | -12 | -4 | -1 | -16
CCCc1cc(-c2[nH]ncc2-c2ccc(C(=O)OCC)o2)c(O)cc1O | 1 | -3 | 0.99 | -3 | 6 | 0 | -3 | 0 | 1
C[C@@H](Nc1nc(-c2ccccc2)nc2c1oc1ccccc12)C(=O)O | 0.93 | -4 | 0.94 | -1 | 8 | 7 | -8 | -1 | 6
COC(=O)c1sccc1NC(=O)COc1ccccc1Cl | 1.1 | -5 | 0.9 | -3 | 31 | -7 | -7 | -2 | 10
COc1cc(OC)c(OC)cc1/C=C/c1cc(C(=O)O)c2ccccc2n1 | 1 | -2 | 0.97 | -3 | -7 | -1 | -2 | -48 | 3
Cc1noc(C)c1C(=O)NCCC1=CCCCC1 | 0.99 | -1 | 0.99 | -2 | 23 | 0 | -2 | 2 | 0
COc1ccc(CCNC(=O)C(C)n2nc(C)c3c(C)n(-c4ccc(C)cc4)nc3c2=O)c(OC)c1 (configuration not stated) | 1 | -6 | 1.1 | -3 | 10 | -2 | -7 | 1 | -10
O=C(c1ccco1)N1CCc2[nH]nc(-c3ccccc3)c2C1 | 0.95 | 1 | 1 | 1 | 11 | 5 | -4 | 1 | -4
Cc1ccc(NC(=O)CSc2nnnn2C)cc1S(=O)(=O)N(C)C | 0.94 | 2 | 1 | -2 | 7 | 6 | 2 | 1 | 0
CC1CN(c2c3c(nc4ncnn24)CCCC3)CC(C)O1 (configuration not stated) | 1.1 | -1 | 1 | 0 | 0 | -11 | -5 | 3 | 0
CSc1nc2ccccc2n1Cc1cccc([N+](=O)[O-])c1 | 0.93 | -4 | 1.1 | 1 | 10 | 7 | -9 | 1 | -6
COc1ccc(S(=O)(=O)Nc2ccc3c(c2)n(C)c(=O)n3C)cc1 | 0.89 | -3 | 0.92 | 1 | 15 | 12 | -8 | -2 | 8
C(=N\Nc1nc2ccccc2[nH]1)/c1ccccc1 | 0.93 | -1 | 1.1 | 2 | 7 | 7 | -8 | 1 | -7
Cn1c(NC(=O)c2ccco2)c(-c2ccccc2Cl)c(=O)c2ccccc21 | 0.96 | -2 | 0.97 | 0 | -5 | 4 | -5 | 0 | 2
COC(=O)COC(=O)CC(CC(N)=O)c1ccccc1 (configuration not stated) | 1.1 | -3 | 0.98 | -3 | -14 | -6 | -7 | -1 | 2
CCOC(=O)/C(C#N)=C1/C=CN(Cc2ccccc2)C=N1 | 0.97 | -4 | 0.86 | -2 | 0 | 3 | -8 | -2 | 14
O=C(NNC(=O)c1ccc2ccccc2c1O)NC1CCCCC1 | 1 | -4 | 1.1 | -4 | 13 | -3 | -5 | -1 | -8
CN(c1ccccc1C(=O)Nc1cccc(Cl)c1Cl)S(C)(=O)=O | 1 | -3 | 1.2 | -3 | 12 | 0 | -6 | -1 | -16
COc1ccccc1C(=O)Nc1ccc(C)c(S(=O)(=O)N2CCCCC2)c1 | 0.91 | 1 | 0.95 | 7 | 0 | 9 | 1 | 1 | 5
CCCN(C(=O)c1cc(S(=O)(=O)N2CCCCC2)ccc1Cl)C1CCS(=O)(=O)C1 (configuration not stated) | 0.97 | 8 | 1.1 | -2 | 7 | 3 | 2 | 0 | -7
Cc1cccc(Nc2nc3c(S(=O)(=O)c4ccccc4)nnn3c3ccccc23)c1C | 0.85 | 1 | 0.95 | -1 | -1 | 15 | -2 | 1 | 5
O=C(Nc1cccc(Cl)c1N1CCCC1)c1cc2ccccc2o1 | 0.94 | -1 | 1 | -4 | 20 | 6 | 1 | 1 | -3
CN(C)CCCOC(=O)N1c2ccccc2C=Cc2ccccc21 | 1.1 | 3 | 1 | 2 | 11 | -12 | 3 | 2 | -4
Cc1nc(SCC(=O)N2CCCCCC2)[nH]c(=O)c1C | 1 | -2 | 1.1 | 3 | 8 | -4 | -5 | 1 | -13

4 compounds already listed, ordered by the value under SENP1 inh, lowest first:
compound | mIAP act | A3A deaminase | hIAP activ | NALP3 yeast inh | mIAP inh | A3G deaminase | SENP1 inh | hIAP block
COc1cc(OC)c(OC)cc1/C=C/c1cc(C(=O)O)c2ccccc2n1 | 1 | -2 | 0.97 | -7 | -1 | -2 | -48 | 3
O=C(NNC(=O)c1ccc2ccccc2c1O)NC1CCCCC1 | 1 | -4 | 1.1 | 13 | -3 | -5 | -1 | -8
C(=N\Nc1nc2ccccc2[nH]1)/c1ccccc1 | 0.93 | -1 | 1.1 | 7 | 7 | -8 | 1 | -7
Cc1noc(C)c1C(=O)NCCC1=CCCCC1 | 0.99 | -1 | 0.99 | 23 | 0 | -2 | 2 | 0
